TRHR PAM: allosteric enhancers of human TRH receptor; enhancement, % at 2 µM; TRHR cells, fluo-8 calcium fluorescence, EC20 TRH enhancement; AID 493056; P34981; hit rate 0.66% among 360,000; in the data active = enhancement above about 30%; also: 0% is about no effect
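Enhancer read-out: after compound pinning and an initial kinetic agonist-mode read, an EC20 of TRH (10 nM final) was injected and fluo-8 calcium signal (Ex 480/Em 530) followed at 1 s/cycle for 100 cycles in TRHR-expressing cells.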
D1 agonist: activates the human D1 dopamine receptor | activation, % at 2 µM | hit rate 1% among 360,000 | P21728 | AID 504660 | HEK293 T-REx D1 cells, calcium flux, agonist mode; also: 0% is about no effect
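Tetracycline-induced HEK293 TREx D1 cells, force-coupled to calcium signalling, were dye-loaded with a no-wash calcium kit. Compound was pin-added after a 10 s baseline. Fluorescence was read kinetically at 1 cycle/s for 180 s, with calcium rises flagged as agonism.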
D1 antag: blocks dopamine activation of the human D1 receptor; activity change, negative = inhibition, % at 10 µM; HEK293 TREx D1 cells, calcium flux, dopamine EC80; active compounds read low; hit rate 3.2% among 360,000; AID 504652; in the data active = activity change below about -30%; also: % is scaled to controls: 0 for no effect and ±100 for the full control effect
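Tetracycline-induced HEK293 T-REx cells with force-coupled D1 receptor were loaded with a no-wash calcium dye. Compound was added after a 10 s baseline and read kinetically for 180 s; EC80 dopamine was then added and calcium flux followed another 180 s.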
RXFP1 antagonist: RXFP1 (human) relaxin receptor antagonism; Q9HBX9; HEK293-RXFP1, relaxin-stimulated cAMP HTRF, 30 min; active compounds read low; activity change, negative = inhibition, % at 57.5 µM; hit rate 0.59% among 350,000;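 active = activity change of -60% or lower, but not beyond a set lower limit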; also: % is scaled to controls: 0 for no effect and ±100 for the full control effect
Target sequence (Q9HBX9 whole entry, looked up): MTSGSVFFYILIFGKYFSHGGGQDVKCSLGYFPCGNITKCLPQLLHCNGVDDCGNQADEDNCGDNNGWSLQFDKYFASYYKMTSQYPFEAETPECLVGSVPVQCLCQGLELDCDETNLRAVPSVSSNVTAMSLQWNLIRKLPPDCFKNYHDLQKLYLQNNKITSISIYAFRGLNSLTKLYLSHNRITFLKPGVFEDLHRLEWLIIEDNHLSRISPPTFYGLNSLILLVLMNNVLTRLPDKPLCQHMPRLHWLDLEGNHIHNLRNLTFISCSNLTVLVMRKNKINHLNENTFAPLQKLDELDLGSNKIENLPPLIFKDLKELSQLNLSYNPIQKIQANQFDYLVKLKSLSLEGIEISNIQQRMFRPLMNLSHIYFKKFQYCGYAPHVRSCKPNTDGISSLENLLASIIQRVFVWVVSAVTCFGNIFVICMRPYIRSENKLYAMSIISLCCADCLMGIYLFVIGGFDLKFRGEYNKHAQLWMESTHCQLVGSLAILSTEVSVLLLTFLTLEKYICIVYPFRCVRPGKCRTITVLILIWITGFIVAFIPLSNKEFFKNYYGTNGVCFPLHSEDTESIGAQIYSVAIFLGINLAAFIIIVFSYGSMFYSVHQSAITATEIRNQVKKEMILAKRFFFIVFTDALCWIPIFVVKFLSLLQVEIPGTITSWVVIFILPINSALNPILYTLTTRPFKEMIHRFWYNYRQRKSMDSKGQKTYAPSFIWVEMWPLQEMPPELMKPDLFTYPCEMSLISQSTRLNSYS
D2 potentiator: positive allosteric modulators of human D2 dopamine receptor | P14416 | HEK293 T-REx D2, calcium flux, EC20 dopamine potentiation | potentiation, % at 10 µM | hit rate 0.34% among 340,000 | AID 485347;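 active = potentiation over 3 SD above the plate norm, cut at about 30% in these data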; also: 0% is about no effect
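Cells plated with tetracycline inducer and held overnight at 30 C; calcium dye loaded 30–90 min at room temperature; baseline taken, compound added and read 180 s; EC20 dopamine then added and read 180 s.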
D2 antag: D2 dopamine receptor (human) antagonism. P14416. HEK293 TREx D2 cells, calcium flux, dopamine EC80. inhibition, % at 10 µM. hit rate 2% among 340,000. AID 485344; in the data active = inhibition above about 30%; also: 0% is about no effect
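Calcium mobilization kinetics were recorded at 1 s intervals in tetracycline-induced HEK293 T-REx D2 cells, first for 180 s after compound addition and then 180 s after EC80 dopamine.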
D2 ag: activates the human D2 dopamine receptor; hit rate 0.53% among 340,000; HEK293 T-REx D2 cells, calcium flux agonist mode; activation, % at 2 µM; P14416;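 active = activation over 3 SD above normal in the single-dose calcium agonist read, cut at about 30% in these data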; also: 0% is about no effect
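Tetracycline-induced HEK293 T-REx cells with force-coupled D2 receptor, plated overnight at 30 C, loaded with no-wash calcium dye. After a 10 s baseline, compound was pin-added and calcium flux read kinetically for 180 s; calcium rises flagged agonists.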
TRHR ag: agonists of human TRH receptor; TRHR cells, calcium flux fluo-8, FDSS agonist mode; P34981; hit rate 0.18% among 360,000; AID 493084; activation, % at 2 µM; also: 0% is about no effect
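Agonist-mode FDSS calcium read (Ex 480/Em 530, 1 s cycles) in 1536-well TRHR cells with fluo-8 dye, after 10-cycle baseline and 23 nL compound addition; TRH at EC20 (10 nM final) added afterwards for the enhancer phase.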
D1 potentiator: potentiators of human D1 dopamine receptor; potentiation, % at 10 µM; hit rate 0.036% among 360,000; AID 504651; P21728; HEK293 TREx D1 cells, calcium flux, dopamine EC20 potentiation; in the data active = potentiation above about 30%; also: 0% is about no effect
The depositor's hits bear a star; nt = not tested or not shown; & = joins results of further samples. Rule as the data show it, unless noted: active = activation above about 30%; inactive = the rest.

canonical_smiles	TRHR PAM	D1 agonist	D1 antag	RXFP1 antagonist	D2 potentiator	D2 antag	D2 ag	TRHR ag	D1 potentiator
CC(OC(=O)CC1Sc2ccccc2NC1=O)C(=O)NC1CCCC1 (stereo unspecified)	-8	4	-9	5	1	nt	nt	3.2	-5
CC1CCN(c2nc(-c3ccncc3)nc3ccccc23)CC1	-3	3	-2	-23	3	-10	0.6	-0.5	-9
O=C(CSc1nnc(CN2CCOCC2)n1-c1ccccc1)Nc1ccc(Cl)cc1	10	-1	1	4	2	-15	0.0	0.3	0
N#C/C(=N\Nc1ccccc1Cl)C(=O)c1ccccc1	-8	23	-27	-4	4	-2	3.9	1.9	-7
Cn1ccnc1SCC(=O)n1c2c(c3ccccc31)CCCC2	-4	9	-1	-7	8	7	-0.3	-0.6	-5
CC(=O)N=c1sc2nc3ccccc3nc2n1N(C(C)=O)C(C)=O	5	-2	14	-17	-3	-4	-0.1	-0.1	-1
CCOc1ccc(Sc2cc(C(=O)NCCc3ccccc3)c3ccccc3n2)cc1	1	5	0	-8	-10	nt	0.1	1.3	-2
CC1=C(C(N)=O)C(c2cccs2)n2ncnc2N1 (stereo unspecified)	-5	0	-6	-5	-2	9	1.0	0.0	-3

Going on with the list.
canonical_smiles	TRHR PAM	D1 agonist	D1 antag	RXFP1 antagonist	D2 potentiator	D2 antag	D2 ag	TRHR ag	D1 potentiator
C#CCOCCOCCOCCNc1nc(N2CCN(C(=O)[C@H]([C@@H](C)CC)n3cc([C@@H](N)Cc4ccc(O)cc4)nn3)CC2)nc(N2CCN(C(=O)[C@H](CCCCN)n3cc([C@@H](N)CC(C)C)nn3)CC2)n1	16	-3	4	nt	-3	4	0.0	0.2	0
CCOc1ccc(CNC(=S)N/N=C/c2ccc(OC)c(OC)c2)cc1	16	3	-1	-10	7	-5	-1.0	-0.1	-6
COC(=O)c1ccccc1NC(=O)CN(c1ccc(OC)cc1)S(C)(=O)=O	4	4	-6	-2	10	-16	-0.4	-0.8	0
COc1ccccc1NC(=O)CCS(=O)(=O)c1cc2c(cc1Cl)NC(=O)CO2	12	3	-6	-2	2	6	0.2	-0.1	-3
C=CCc1ccc(OCCCCCN2CCOCC2)c(OC)c1	-2	8	-8	-6	-9	20	-0.1	0.2	-4
CCn1cc(C(=O)N2CCN(c3cc(Cl)ccc3C)CC2)c2cc(OC)c(OC)cc2c1=O	10	3	-15	nt	nt	nt	-0.5	-1.0	-2
O=C(CNC(=O)c1ccco1)NCC(=O)OCc1cccc(C(=O)Oc2ccccc2)c1	2	-2	-3	-13	0	0	0.2	-0.4	0
Cc1cnc(NC(=O)CSc2nnc(C)s2)s1	7	0	6	-6	-8	1	1.2	-0.2	-5

Next results follow:
canonical_smiles	TRHR PAM	D1 agonist	D1 antag	RXFP1 antagonist	D2 potentiator	D2 antag	D2 ag	TRHR ag	D1 potentiator
CCOC(=O)C1(C)NC(c2cccs2)C2C(=O)N(c3ccc(OC)cc3)C(=O)C21 (stereo unspecified)	-3	0	3	-6	-2	8	-0.7	0.9	-2
CCCCc1oc2c(c(=O)c1C)C(=O)CC(c1ccccc1)C2 (stereo unspecified)	2	1	3	-9	0	-24	0.5	-0.8	0
CCCCCCOc1ccc(OC(=O)c2ccncc2)cc1	6	4	-2	0	-5	4	0.2	0.0	-3
COc1ccc(COCCN2CCN(S(=O)(=O)c3ccc(C)cc3)CCC2=O)cc1	0	0	-7	nt	8	-12	-0.6	-0.1	-5
COC(=O)c1ccc(NC(=O)CN2CCC(NC(=O)c3ccco3)CC2)cc1	9	-1	-6	-8	-11	10	2.5	0.1	-2
Cc1ccc(NC(=O)c2c([N+](=O)[O-])cnn2C)cc1C	-1	2	-3	-2	-4	-8	-0.2	-1.4	-4
COc1ccc(NC(=O)Cn2c(=O)c3ccccc3n3nncc23)cc1Cl	-5	3	-2	nt	-8	nt	nt	-0.1	-1
O=C(NCCN1C(=O)C2C3C=CC(C3)C2C1=O)Nc1ccccc1 (stereo unspecified)	7	3	-14	nt	-5	2	1.0	0.4	-1

The listing continues:
Every second line gives: TRHR PAM, D1 agonist, D1 antag, RXFP1 antagonist, D2 potentiator, D2 antag, D2 ag, TRHR ag, D1 potentiator
CC(C)CCNC(=O)c1nnc(Cc2ccc(Cl)cc2)o1
→ 4, 0, 10, nt, 11, -4, 0.6, -0.9, nt
COc1ccc(-c2nc(CS(=O)(=O)CC(=O)NC3CCCCC3C)c(C)o2)cc1 (stereo unspecified)
→ 1, 0, 25, 8, -7, 1, -1.4, -0.6, -10
Cc1ccccc1NC(=S)N(Cc1ccco1)C(C)c1cccs1 (stereo unspecified)
→ 3, 0, 6, -12, nt, -9, -0.1, 0.0, -3
CC(C)NC(=O)c1ccc(-n2c(-c3ccccc3)cc3c2CCCC3)cc1
→ 11, 0, 3, -21, 1, nt, -0.2, 0.5, -3
Cc1ccc(S(=O)(=O)c2nc(-c3cccs3)oc2SCC(N)=O)cc1
→ -3, 2, 2, 8, 2, -7, 1.3, 0.5, -3
COc1ccc2nc(NC(=O)c3nc(SCc4ccccc4F)ncc3Cl)sc2c1
→ -2, 3, -4, nt, 0, nt, 0.2, 0.8, -1
O=C1NC(c2ccccc2)=NC1(Nc1ccccn1)C(F)(F)F (stereo unspecified)
→ 0, 5, -15, 2, -6, -8, 0.0, 1.0, -2
COc1ccccc1NC(=O)C1CCCCN1S(=O)(=O)c1ccc(F)cc1 (stereo unspecified)
→ 1, 3, -11, -3, 0, 14, 0.9, -0.3, 3
O=c1c2c3c(sc2n(Cc2cc(=O)n4ccccc4n2)c(=O)n1-c1ccc(Cl)cc1)CCC3
→ -8, 0, -8, -4, -8, nt, 0.2, -1.2, 2
Cc1cc(C)cc(NC(=O)Cn2nnc(C(=O)NCCc3ccccc3)c2N)c1
→ 8&3, 2&0, 5&-2, 2, -7&0, 5, 0.5&-0.5, 1.5&1.2, -1&1
Cc1ccc(C(=O)c2oc3ccccc3c2NC(=O)Cc2ccccc2)cc1
→ -5, 23, 5, nt, -1, nt, 0.9, 1.4, 0
Cc1ccc(CC(=O)NCc2nc(-c3ccccc3)no2)cc1
→ -1, 0, 1, 1, 7, nt, -0.8, -1.0, -3
COC(=O)c1cn(NC(=O)c2cc(OC)cc(OC)c2)c(=O)c2ccccc12
→ 1, 2, 37, 8, -3, -2, 0.2, 0.7, 8
Cc1c(F)cccc1NS(=O)(=O)c1ccc2c(c1)NC(=O)CO2
→ 1, 7, 6, 13, -1, -2, -0.7, 0.6, -2
O=C(OCc1ccc(Br)cc1)c1cccc(S(=O)(=O)N2CCCC2)c1
→ 0, 14, -9, -7, 3, 7, 1.7, 1.6, -5
Cn1c(=O)n(C)c2cc(CNCc3ccccc3)ccc21
→ -2, 5, -3, 1, -1, nt, 1.4, 0.5, 1
C=CCSc1nnnn1-c1ccc(OC)cc1
→ -3, -1, nt, 9, -10, 0, 0.8, 0.0, 0
CCN(C(=O)C1CCCO1)c1ccccc1 (stereo unspecified)
→ -5, 4, -12, 3, 8, 8, -0.8, -0.2, 6
O=C(COC(=O)c1ccc(S(=O)(=O)N2CCCC2)cc1)Nc1ccccc1
→ -7, 3, -17, 1, 6, 11, 0.2, 0.1, 1
Cn1nnc2c(NCc3c(F)cccc3F)ncnc21
→ -1, -2, nt, 3, -10, nt, 0.9, 0.0, 0

Other compounds.
Every second line gives: TRHR PAM, D1 agonist, D1 antag, RXFP1 antagonist, D2 potentiator, D2 antag, D2 ag, TRHR ag, D1 potentiator
CC(=O)N1c2ccccc2C(C)(C)C2CCC(C)CC21 (stereo unspecified)
→ -7, 1, 14, -17, -2, -16, 2.4, 1.1, -4
O=C(c1ccccc1F)N1CCC(c2nc3c(nnn3Cc3cccc(F)c3)c(=O)[nH]2)CC1
→ 3, -1, 0, -7, -10, nt, -1.2, -0.2, 2
CCC(C(=O)NCCc1c[nH]c2cc(OC)ccc12)c1ccccc1 (stereo unspecified)
→ 3, 2, -80*, 0, 5, 12, -0.5, -1.1, -2
Cc1cc(C(=O)N[C@H](c2ccccc2)[C@@]2(C)C[C@@H]2[C@@H](C)C(=O)Nc2ccc3ccccc3c2)n(C)n1
→ 12, -3, 17, nt, -8, 13, 0.7, -0.1, 2

For reference, some entries already given:
Every second line gives: TRHR PAM, D1 agonist, D1 antag, RXFP1 antagonist, D2 potentiator, D2 antag, D2 ag, TRHR ag, D1 potentiator
CCC(C(=O)NCCc1c[nH]c2cc(OC)ccc12)c1ccccc1 (stereo unspecified)
→ 3, 2, -80*, 0, 5, 12, -0.5, -1.1, -2
Cc1cc(C(=O)N[C@H](c2ccccc2)[C@@]2(C)C[C@@H]2[C@@H](C)C(=O)Nc2ccc3ccccc3c2)n(C)n1
→ 12, -3, 17, nt, -8, 13, 0.7, -0.1, 2

Grouped by structure, the entries above containing an aryl methoxy group (14)
Every second line gives: TRHR PAM, D1 agonist, D1 antag, RXFP1 antagonist, D2 potentiator, D2 antag, D2 ag, TRHR ag, D1 potentiator
CCOc1ccc(CNC(=S)N/N=C/c2ccc(OC)c(OC)c2)cc1
→ 16, 3, -1, -10, 7, -5, -1.0, -0.1, -6
COC(=O)c1ccccc1NC(=O)CN(c1ccc(OC)cc1)S(C)(=O)=O
→ 4, 4, -6, -2, 10, -16, -0.4, -0.8, 0
COc1ccccc1NC(=O)CCS(=O)(=O)c1cc2c(cc1Cl)NC(=O)CO2
→ 12, 3, -6, -2, 2, 6, 0.2, -0.1, -3
C=CCc1ccc(OCCCCCN2CCOCC2)c(OC)c1
→ -2, 8, -8, -6, -9, 20, -0.1, 0.2, -4
CCn1cc(C(=O)N2CCN(c3cc(Cl)ccc3C)CC2)c2cc(OC)c(OC)cc2c1=O
→ 10, 3, -15, nt, nt, nt, -0.5, -1.0, -2
CCOC(=O)C1(C)NC(c2cccs2)C2C(=O)N(c3ccc(OC)cc3)C(=O)C21 (stereo unspecified)
→ -3, 0, 3, -6, -2, 8, -0.7, 0.9, -2
COc1ccc(COCCN2CCN(S(=O)(=O)c3ccc(C)cc3)CCC2=O)cc1
→ 0, 0, -7, nt, 8, -12, -0.6, -0.1, -5
COc1ccc(NC(=O)Cn2c(=O)c3ccccc3n3nncc23)cc1Cl
→ -5, 3, -2, nt, -8, nt, nt, -0.1, -1
COc1ccc(-c2nc(CS(=O)(=O)CC(=O)NC3CCCCC3C)c(C)o2)cc1 (stereo unspecified)
→ 1, 0, 25, 8, -7, 1, -1.4, -0.6, -10
COc1ccc2nc(NC(=O)c3nc(SCc4ccccc4F)ncc3Cl)sc2c1
→ -2, 3, -4, nt, 0, nt, 0.2, 0.8, -1
COc1ccccc1NC(=O)C1CCCCN1S(=O)(=O)c1ccc(F)cc1 (stereo unspecified)
→ 1, 3, -11, -3, 0, 14, 0.9, -0.3, 3
COC(=O)c1cn(NC(=O)c2cc(OC)cc(OC)c2)c(=O)c2ccccc12
→ 1, 2, 37, 8, -3, -2, 0.2, 0.7, 8
C=CCSc1nnnn1-c1ccc(OC)cc1
→ -3, -1, nt, 9, -10, 0, 0.8, 0.0, 0
CCC(C(=O)NCCc1c[nH]c2cc(OC)ccc12)c1ccccc1 (stereo unspecified)
→ 3, 2, -80*, 0, 5, 12, -0.5, -1.1, -2

Assay outcomes (PubChem BioAssay)
